Compound activity from PubChem.
MKP-3 inhibition = inhibition of rat DUSP6 enzyme activity – biochemical, in vitro, primary screen (AID 425) | inhibition, % at 20 µM; hits with a dose series show IC50 in µM | actives 0.17% (n = 110,000) | recombinant MKP-3 phosphatase activity, fluorescence; higher % means a stronger effect; in the data active means inhibition above about 50%;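 further: plate controls were vehicle for no effect and reference inhibitor for full effect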
Hsp70 inhibitors = small molecules displacing fluorescent ligand from Hsp70 – biochemical, fluorescence polarization, primary screen (AID 583); displacement, % at 20 µM, or IC50 in µM where a hit was titrated; Hsp70 fluorescence polarization probe displacement, mP; higher % means a stronger effect; actives 0.06% (n = 140,000); in the data active means displacement above about 50%;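 further: plate controls were vehicle for no effect and reference ligand for full effect; a part of the inactive calls stands beside numbers as strong as those of hits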
Starred values were filed as active, the others as inactive; . = no result given; & = joins results of further samples. A portion of the library; rates above refer to the full screens.

Order of values – MKP-3 inhibition	Hsp70 inhibitors
O=C1CSC2N1CCNC21CCCCC1 (stereo not given)
  4%	-1.9%
O=C(COc1ccc2ccccc2c1)N1CCN(CC2CC3C=CC2C3)CC1 (stereo not given)
  .	2.3%
CCCC(=O)c1ccc(N2CCNCC2)c(F)c1
  3%	-3.8%
N[C@@H](Cc1c[nH]c2ccccc12)c1nnc(SCc2c(F)cccc2Cl)o1
  -4%	-2.7%
Cc1ccc(-n2c(O)c(C=NC3CCCC3)c(=O)[nH]c2=O)c(C)c1
  1%	8.9%
O=C(C1CCN(S(=O)(=O)N2CCOCC2)CC1)N1CCC2(CC1)OCCO2
  -8%	0.6%
CCCCn1c(O)c(C(CC)=NCCc2ccccc2)c(=O)[nH]c1=O
  -11%	11%
O=[P+](Cc1ccccc1)Cc1ccccc1
  .	0.4%
CCC(=O)N(Cc1ccc(OC)c(OC)c1)C1CC(C)N(C)CC1C (stereo not given)
  1%	-3.4%
CCC(C)N1CCN(Cc2cc(Br)ccc2OC)CC1 (stereo not given)
  2%	4.6%
COc1cccc(CN2CCN(Cc3ccccc3Br)CC2)c1
  -1%	-2.1%
CCc1cccc2c(C#N)cn(CC(=O)N3CCOCC3)c12
  -11%	-3.6%
COc1ccc(CN2CCN(C(C)C)CC2)c(OC)c1
  3%	-2.7%
CC(=O)OC1N=C(c2ccccc2)c2ccccc2NC1=O (stereo not given)
  3%	-2.7%
Cc1ccc(C)c(NC(=O)CSc2nnc([C@@H](N)Cc3c[nH]c4ccccc34)o2)c1
  -4%	-0.4%
CN1C2CCC1CC(=NOC(=O)c1ccc(F)cc1)C2
  0%	2.6%
CCCNS(=O)(=O)c1ccc(OCC(=O)N2CCN(C)CC2)cc1
  .	-2.4%
CC(C)c1ccc(N2C(=O)NC(=O)/C(=C/C=C/c3ccco3)C2=O)cc1
  2%	-9.8%
O=C(C1CCN(c2nc3ccc(Br)cc3s2)CC1)N1CCC2(CC1)OCCO2
  1%	-4.0%
COc1ccccc1N(CC(=O)NC1CCCCC1)C(=O)c1cnn(C(C)C)c1
  -8%	1.6%
CCCC(=O)Nc1ccc(N2CCN(CC)CC2)c(Cl)c1
  -1%	4.3%
c1cc2c(cc1CCNC1C3CC4CC(C3)CC1C4)OCO2 (stereo not given)
  0%	0.8%&-4.4%
COc1nc(NC(C)C)nc(NC(C)C)n1
  .	-0.9%
Cc1c(C(=O)N2CCC3(CC2)OCCO3)sc2ncnc(N3CCN(c4ccccn4)CC3)c12
  3%	2.5%
Clc1ccccc1CN1CCN(c2ccccc2)CC1
  .	-0.4%
O=C1CCCC2C3CCCN4CCCC(CN12)C34 (stereo not given)
  -10%	7.6%
Cc1cc(C=C2C(=O)NC(=S)NC2=O)c(C)n1-c1ccccc1
  1%	6.9%
CC(C)=CCC12CN3CCN(CC(C3)C1=O)C2
  -7%	7.9%
O=C(COc1ccc2ccccc2c1)N1CCN(C2CCCC2)CC1
  -2%	0.7%
Cc1ccc(C2SCC(=O)Nc3c2c(=O)[nH]n3C2CCOC(C)(C)C2)cc1 (stereo not given)
  -4%	1.7%

Single records, from the list above:
O=C(C1CCN(c2nc3ccc(Br)cc3s2)CC1)N1CCC2(CC1)OCCO2 in the list: MKP-3 inhibition: 1%; Hsp70 inhibitors: -4.0%
CCCNS(=O)(=O)c1ccc(OCC(=O)N2CCN(C)CC2)cc1 in the list: MKP-3 inhibition: .; Hsp70 inhibitors: -2.4%

Filtered by structure, the entries above containing four or more nitrogen atoms
Order of values – MKP-3 inhibition	Hsp70 inhibitors
N[C@@H](Cc1c[nH]c2ccccc12)c1nnc(SCc2c(F)cccc2Cl)o1
  -4%	-2.7%
Cc1ccc(C)c(NC(=O)CSc2nnc([C@@H](N)Cc3c[nH]c4ccccc34)o2)c1
  -4%	-0.4%
COc1ccccc1N(CC(=O)NC1CCCCC1)C(=O)c1cnn(C(C)C)c1
  -8%	1.6%
COc1nc(NC(C)C)nc(NC(C)C)n1
  .	-0.9%
Cc1c(C(=O)N2CCC3(CC2)OCCO3)sc2ncnc(N3CCN(c4ccccn4)CC3)c12
  3%	2.5%

The listing picks up with the two entries that preceded the break.
Order of values – MKP-3 inhibition	Hsp70 inhibitors
O=C(COc1ccc2ccccc2c1)N1CCN(C2CCCC2)CC1
  -2%	0.7%
Cc1ccc(C2SCC(=O)Nc3c2c(=O)[nH]n3C2CCOC(C)(C)C2)cc1 (stereo not given)
  -4%	1.7%
CC(=O)N(C1=NCCCS1)c1ccc(F)cc1
  4%	-1.8%
CNCCc1c[nH]c2ccccc12
  5%	-1.0%
CCOC(=O)c1c(N)n(CCN2CCOCC2)c2nc3ccccc3nc12
  .	5.6%
CCCCN(CC#CCOCCC#N)CCCC
  -1%	0.4%
CCOc1cc(C=C2C(=O)NC(=S)NC2=O)ccc1OCc1c(C)no[n+]1[O-]
  -5%	2.6%
